hcDAF12 agonist = H. contortus DAF-12 activation, primary screen; hit rate 1.4% among 370,000; activation, % at 6.8 µM; HEK293 hcDAF-12 lit1-tk-luc reporter, luminescence; 0% DMSO, 100% Δ7-dafachronic acid;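 active means activation above the mean of all tested compounds plus 3 SD, cut at about 5.5% in these data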;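 further: 100% = response to 3 µM Δ7-dafachronic acid high control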
DAX1 inh-1 = blocks DAX1 repression of SF-1 activated StAR promoter; HEK293T StAR-luciferase reporter, SF-1/DAX-1 repression relief; inhibition, % at 6.8 µM; hit rate 1.1% among 370,000; AID 652010;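 active means inhibition above the mean over all tested compounds plus 3 SD, cut at about 3.6% in these data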;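 further: 0% = DAX-1 cells with DMSO and 100% = cells lacking DAX-1 with DMSO; higher inhibition means more luminescence from relief of DAX-1 repression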
PLC-gamma1 inh = blocks human PLC-gamma1 enzyme activity | hit rate 0.84% among 370,000 | inhibition, % at 12.2 µM | purified PLC-gamma1, fluorogenic substrate, fluorescence | AID 720700; in the data active means inhibition above about 9.5%
MBD2 inh = MBD2-methylated oligo binding inhibition. hit rate 0.31% among 370,000. TR-FRET, MBD2 binding to methylated oligonucleotide. inhibition, % at 4.4 µM; in the data active means inhibition above about 13%
Target sequence (Q9UBB5 whole entry, looked up): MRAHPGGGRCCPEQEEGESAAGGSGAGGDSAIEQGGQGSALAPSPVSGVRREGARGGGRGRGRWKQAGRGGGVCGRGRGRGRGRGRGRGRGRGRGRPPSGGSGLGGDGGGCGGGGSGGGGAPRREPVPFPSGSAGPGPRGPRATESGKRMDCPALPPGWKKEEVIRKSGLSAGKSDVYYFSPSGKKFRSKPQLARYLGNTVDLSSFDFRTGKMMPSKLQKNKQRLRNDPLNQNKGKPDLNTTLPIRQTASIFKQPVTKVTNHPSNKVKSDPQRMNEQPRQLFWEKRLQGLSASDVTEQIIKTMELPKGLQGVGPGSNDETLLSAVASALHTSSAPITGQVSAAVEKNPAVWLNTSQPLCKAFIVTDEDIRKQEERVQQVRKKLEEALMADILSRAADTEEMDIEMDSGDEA
ADAM17 inh = ADAM17 inhibition, QFRET primary screen | P78536 | recombinant ADAM17, EDANS/DABCYL FRET peptide cleavage | inhibition, % at 6.95 µM | hit rate 0.83% among 370,000;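 active means inhibition above the mean of compounds lying between control limits plus 3 SD, set per campaign, cut at about 8.5% in these data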;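 further: 0% = DMSO-only wells as the low control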
NR1D1 modulator = modulators of human Rev-erb alpha DNA binding; hit rate 0.79% among 370,000; Rev-erbα–FITC-DNA binding, fluorescence polarization, 90 min; P20393; activity, % at 10 µM;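 active means activity above about 14%, limit read from the data; passing the limit was not always enough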;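 further: 0% = DMSO wells with 35 nM protein and 100% = DMSO wells with 750 nM protein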
DAX1 inh-2 = inhibitors of human orphan nuclear receptor DAX1 (NR0B1). inhibition, % at 6.75 µM. HEK293 Gal4-DAX1 luciferase reporter, luminescence. hit rate 0.99% among 340,000. AID 504766. P51843;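 active means inhibition above the mean over all tested compounds plus 3 SD, cut at about 4.2% in these data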;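 further: 0% = DAX1-transfected cells with DMSO and 100% = empty-vector control cells with DMSO; inhibition shows as a rise in luminescence from relieved DAX1 repression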
Target sequence (P51843 207-470 limits assumed): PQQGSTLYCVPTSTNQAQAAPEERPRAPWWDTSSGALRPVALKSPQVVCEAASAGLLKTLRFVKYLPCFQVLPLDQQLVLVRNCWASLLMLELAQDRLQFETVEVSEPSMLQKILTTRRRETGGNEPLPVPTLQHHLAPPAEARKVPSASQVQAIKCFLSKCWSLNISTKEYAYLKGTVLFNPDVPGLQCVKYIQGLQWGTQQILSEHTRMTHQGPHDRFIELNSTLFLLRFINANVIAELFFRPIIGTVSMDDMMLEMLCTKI
PLC-beta3 inh = blocks human PLC-beta3 enzyme activity; inhibition, % at 12.2 µM; Purified PLC-beta3, fluorogenic substrate, fluorescence; hit rate 0.18% among 370,000; Q01970; in the data active means inhibition above about 11%;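 further: 0% = median of compound wells on plate and 100% = full blocker control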
hgDAF12 agonist = hgDAF-12 agonism, primary luciferase screen | hit rate 1.8% among 370,000 | activation, % at 6.8 µM | HEK293 GAL4-hgDAF12 UAS-luciferase reporter, agonist luminescence; normalized to butyrate control;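 active means activation above a cutoff set at the mean of all screened compounds plus 3 SD, cut at about 10% in these data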;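 further: 0% = DMSO wells and 100% = sodium butyrate wells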
SMARCA2 activ = SMARCA2 function activation, primary screen; MG213 cells, MMTV-luciferase reporter, dexamethasone, overnight; activation, % at 9.1 µM; hit rate 1% among 370,000; AID 652017; in the data active means activation above about 7.8%;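 further: 0% = vehicle wells and 100% = reference activator wells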
ssDAF-12 act = activators of S. stercoralis DAF-12 nuclear receptor | activation, % at 6.8 µM | HEK293 ssDAF-12/GRIP1 lit1-tk-luc reporter, luminescence; % of 3 µM dafachronic acid response | hit rate 1% among 370,000;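 active means activation above the mean over all tested compounds plus 3 SD, cut at about 0.9% in these data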;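 further: 0% = DMSO-only wells and 100% = 3 µM delta7-dafachronic acid wells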
The depositor's hits bear a star; i = inactive; · = not tested or not shown. Hits appear at their usual frequency, and some 7.4% of all compounds hit somewhere here.

SMILES	hcDAF12 agonist	DAX1 inh-1	PLC-gamma1 inh	MBD2 inh	ADAM17 inh	NR1D1 modulator	DAX1 inh-2	PLC-beta3 inh	hgDAF12 agonist	SMARCA2 activ	ssDAF-12 act
S=C(NNc1cccc(Cl)c1)NC1CCCCC1	0.5	-1.2	4	0	7	-2	-2.0	-5	-2.1	-1	0.1
CC(C)(C)c1ccc(OCCC(=O)Nc2cccc(S(=O)(=O)NC3=NCCCCC3)c2)cc1	-2.6	-7.8	7	-6	5	3	-3.4	0	-7.3	-5	-1.7
CC1=CC(=C2N=C(c3ccccc3)OC2=O)C=C(C)O1	1.0	0.5	3	1	-6	-9	-0.5	4	3.9	-2	-0.5
CCOC(=O)C1CCC(=O)N1Cc1c[nH]c2ccccc12 (stereo not drawn)	-0.6	0.9	2	0	-3	2	·	1	-0.1	5	-0.3
CCCCNC(=O)C[C@H]1C[C@@]2(C(=O)OC)C(=C[C@H](C(C)C)O[C@@H]2C2CC2)N(CCc2ccc(OC)c(OC)c2)C1=O	-0.1	-0.1	-13	0	-4	-3	·	-1	0.5	-2	-1.0
CC(C)C[C@H]1CN(CCCC[C@H]2CNC(=O)C(=O)N2CCc2ccccc2)C(=O)C(=O)N1CCc1ccccc1	1.2	-0.8	-1	-2	3	5	·	1	5.6	-2	0.6
CN(CC(=O)N1CCOCC1)S(=O)(=O)c1cc(Cl)ccc1Cl	0.3	0.2	2	2	1	-7	-1.1	2	-1.4	-2	-1.4
O=C(O)CCCC(=O)Nc1ccccc1-n1ccnc1	-1.2	0.2	1	-8	-1	0	0.4	0	0.3	1	-1.4
COCc1cc(=O)[nH]c(-c2ccccc2OC(F)(F)F)n1	-1.5	-0.2	-1	-4	0	-6	1.3	-4	0.1	-2	-1.6
O=C(NCC1CCCO1)c1cccs1 (stereo not drawn)	1.2	3.5	1	1	-5	1	-0.3	1	-1.7	-2	-2.2
CCCn1c(O)c(N=NC(=O)c2cccnc2)c2cc(Br)ccc21	1.1	-0.6	0	3	-5	10	3.8	0	0.8	-3	-1.1
Cc1ccc(OCC(=O)Nc2ccc(N3CCN(S(C)(=O)=O)CC3)cc2)cc1	0.0	0.2	7	-1	-7	-11	0.1	3	-1.2	-2	-1.5
CCc1ccc(N(CC(=O)NC2CCCC2)C(=O)CCC(=O)Nc2ccccn2)cc1	1.5	-0.1	0	-9	0	-1	-0.1	-3	0.5	1	-1.2
CCOc1cc(C(=O)N/N=C/c2ccsc2)cc(OCC)c1OCC	0.8	-0.7	0	5	1	-4	-0.6	2	-1.5	3	0.0
COc1ccc(C2=NNC(=O)C2(C)Br)cc1 (stereo not drawn)	-0.8	-2.0	4	0	2	-1	0.4	-13	-5.1	-1	-1.4
CC(C)NC(=O)CCNC(=O)c1ccc(F)cc1	-0.1	-0.7	0	5	-2	2	0.9	-1	-2.0	-2	-0.5
O=S(=O)(ON(c1ccccc1)S(=O)(=O)c1ccccc1)c1ccccc1	-0.9	0.2	0	-3	0	4	-1.4	-2	-0.1	-2	-1.2
CC(C)C[C@H](NS(=O)(=O)c1ccc(F)cc1F)C(=O)N1CCC[C@H]1C(=O)NCc1ccccc1	3.4	1.3	1	1	-2	-3	·	-1	9.0	-1	-1.0
CN(C(=O)c1cccc(NC(=O)Cc2cccc(NC(=O)C3CCN(C(=O)C4CCCCC4)CC3)c2)c1)C1CC1	-1.5	-1.3	-1	2	-4	-2	-2.4	1	-0.8	4	-1.7
O=C(NCC1CCCCC1)c1ccc(=O)[nH]c1	-2.3	-0.2	3	-2	5	-1	-0.3	-9	-1.0	-5	-1.6
CC(C)CC(=O)NC(=S)Nc1ccc(NC(=O)c2cccs2)cc1	-3.0	-0.9	4	1	-1	-1	0.8	6	-0.6	-3	-1.4
Cc1c(C(=O)N2CCCC2)oc2c1-c1nn(CC(=O)NCCCN3CCCCC3C)cc1CC2 (stereo not drawn)	-1.8	0.0	-30	-2	-20	4	0.5	-40	0.4	3	-0.7
O=C(NCCN1CCC(Cc2ccccc2)CC1)C1CCCN(S(=O)(=O)c2cccs2)C1 (stereo not drawn)	-4.4	-3.0	-1	-1	-1	-3	·	0	-2.0	-4	-2.4
CC(=O)Nc1ccc(N2C(=O)CC(N3CCSCC3)C2=O)cc1 (stereo not drawn)	-1.1	0.3	0	-5	1	-1	-0.9	6	0.7	1	-1.3
Cc1ccnc(NC(=O)c2ccc(Cl)c(S(=O)(=O)N3CCCCC3)c2)c1	1.3	-2.0	-1	5	1	-2	-1.0	-5	1.1	-1	-1.0
COc1ccc(Nc2nc(N)nc(CN3CCN(c4ccccn4)CC3)n2)cc1	0.3	0.2	-2	4	-2	3	-0.1	-4	-4.1	0	-0.7
Cc1csc(NC(=O)CSc2nnc(NC(=O)C3CC(=O)N(c4ccccc4)C3)s2)n1 (stereo not drawn)	-0.4	0.0	-4	1	0	-4	0.7	-3	1.2	1	-1.9
CCN(CC)C(=O)Cn1cc(S(=O)(=O)CC(=O)Nc2cc(OC)ccc2OC)c2ccccc21	-1.4	-0.6	-6	3	-6	3	-0.1	-6	-1.0	-3	-1.3
O=C(Nc1cccc(S(=O)(=O)N2CCCC2)c1)c1cccc(S(=O)(=O)N2CCOCC2)c1	-2.2	-2.2	-2	0	2	-14	0.1	-9	-2.8	-3	-1.8
O=C(Nc1ccc(N2CCOCC2)cc1)c1ccc([N+](=O)[O-])cc1	-0.1	-0.1	3	3	-1	-7	-0.9	2	0.4	3	-0.5

One compound at a time, from the list above.
Entry for COCc1cc(=O)[nH]c(-c2ccccc2OC(F)(F)F)n1 → hcDAF12 agonist: -1.5; DAX1 inh-1: -0.2; PLC-gamma1 inh: -1; MBD2 inh: -4; ADAM17 inh: 0; NR1D1 modulator: -6; DAX1 inh-2: 1.3; PLC-beta3 inh: -4; hgDAF12 agonist: 0.1; SMARCA2 activ: -2; ssDAF-12 act: -1.6
Entry for O=C(NCC1CCCO1)c1cccs1 (stereo not drawn) → hcDAF12 agonist: 1.2; DAX1 inh-1: 3.5; PLC-gamma1 inh: 1; MBD2 inh: 1; ADAM17 inh: -5; NR1D1 modulator: 1; DAX1 inh-2: -0.3; PLC-beta3 inh: 1; hgDAF12 agonist: -1.7; SMARCA2 activ: -2; ssDAF-12 act: -2.2

Further records follow:
SMILES	hcDAF12 agonist	DAX1 inh-1	PLC-gamma1 inh	MBD2 inh	ADAM17 inh	NR1D1 modulator	DAX1 inh-2	PLC-beta3 inh	hgDAF12 agonist	SMARCA2 activ	ssDAF-12 act
O=C(CCc1ccccc1)NNC(=S)Nc1ccc(F)cc1	-0.2	0.2	-1	-4	-1	2	-0.3	-3	-3.4	0	-0.5
CN(C)CCn1c2c(c(SCC(=O)Nc3ccccc3)nc1=O)CCCC2	0.2	-0.9	1	-2	-1	-1	1.9	-3	-3.5	-1	-0.8
CC(=O)C1=C(O)C(=O)N(Cc2cccnc2)C1c1ccccc1 (stereo not drawn)	-1.3	-0.4	-3	-2	-1	4	1.0	-4	-0.3	-2	-0.6
Cc1cc(C)c2c(=O)n(CC(=O)Nc3ccc(Cl)cc3)sc2n1	1.5	0.2	1	1	-13	3	-0.8	-5	4.7	-1	-1.6
Nc1nc2ccc(N3CCOCC3)cc2s1	5.1	1.2	0	-2	0	8	-1.0	-4	7.5	3	-0.3
COc1cccc(OC)c1NC(=O)CN1CCN(C)CC1	-1.1	-0.1	4	4	-3	3	-0.6	-6	2.2	-1	-0.4
Cc1ccc(SCC(=O)NCCSC(C)(C)C)cc1	0.6	0.8	3	3	-2	-3	1.7	1	3.5	2	-0.8
O=C(COC(=O)c1c(F)cccc1Cl)NC(=O)Nc1ccc2c(c1)OCCO2	-0.8	-0.5	0	-3	1	3	-0.3	-5	-1.2	-1	-1.2
COc1ccc(OC)c(-c2cc(C(=O)NCc3ccco3)no2)c1	0.4	0.5	-29	3	-5	-2	-0.9	-38	-1.3	-2	-1.6
O=C(NC1CCCCCCC1)c1c(O)c2ccccc2[nH]c1=O	1.0	1.2	8	-4	9.4*	22	0.8	3	0.2	-4	-0.6
Nc1cc(=O)[nH]c(SCC(=O)Nc2cc(S(=O)(=O)N3CCOCC3)ccc2Cl)n1	-1.0	-0.2	0	-5	-3	2	-0.3	2	0.5	-2	-1.7
O=C(CNC1CCCCC1)Nc1cc(S(=O)(=O)N2CCOCC2)ccc1Cl	-0.3	-0.6	0	-7	-3	0	0.0	-6	-0.6	0	-1.6
Cc1ccc(NC(=O)N2CCOCC2)c(C)c1	-0.5	-0.3	4	3	-1	1	-1.6	-1	0.5	6	-1.0
N#Cc1ccc(S(=O)(=O)N2CCc3[nH]c4ccc(F)cc4c3C2)cc1	-2.0	-0.4	-3	2	1	4	0.4	-9	-4.7	-5	-0.1
CC(=O)Nc1ccc(SC(Sc2ccc(NC(C)=O)cc2)c2ccccc2)cc1	-0.6	0.5	5	3	4	-1	0.9	-3	0.6	0	-1.1
COc1ccccc1N1CCN(C(=O)CCc2nnc3ccc(N4CCC(C)CC4)nn23)CC1	-3.2	-1.0	-2	-2	-1	1	-0.4	-10	-5.7	-2	-1.6
CC(C)C(=O)Nc1ccc(NC(=S)NC(=O)c2cc3ccccc3o2)cc1	-1.0	1.5	1	0	-4	-8	-0.4	-2	-0.4	0	-1.0
CC(C)(C)S(=O)(=O)c1cnc(-c2ccc(Cl)cc2)nc1N	1.0	1.1	3	-1	-3	6	0.3	-6	3.6	7	-0.8
Cc1cc(/C=N/n2c(COc3ccccc3C)nc3ccccc3c2=O)c(O)c([N+](=O)[O-])c1	-1.1	0.6	0	-6	0	-26	0.9	-1	-0.6	1	-1.4
COc1ccc(-c2nc(NC(=O)c3ccco3)sc2C)cc1	0.8	1.1	-50	1	-6	-2	1.1	-70	-0.9	-4	-1.0
CCc1ccccc1-n1c(SCC(=O)N2CCCC2)nc2[nH]ncc2c1=O	1.4	-0.1	0	-7	0	-6	2.9	-2	2.1	-1	-1.1
COc1ccc2sc(-c3ccc(N(C)C)cc3)c(C#Cc3cncn3C)c2c1	-0.9	-1.1	i	6	-383	2	-0.7	i	3.5	1	-0.8
CC(C)(C)C(=O)CN1C2=NCCCN2c2ccccc21	-2.1	0.4	2	-6	0	0	-0.7	-3	3.3	-3	-0.4
CCOC(=O)CSC(C)C(=O)Nc1nnc(C(C)C)s1 (stereo not drawn)	0.5	0.4	4	1	-2	2	1.8	4	0.6	-2	-1.2
O=C1C2CCCN2C(=O)N1CCCCN1CCN(CCO)CC1 (stereo not drawn)	0.2	0.9	2	0	0	1	1.7	1	1.2	-3	-2.0
COc1ccccc1CNC(=O)CSc1nn2c(=O)c(C(C)(C)C)nnc2s1	-1.3	-0.7	1	-1	3	-2	1.3	-5	-0.7	0	-0.3
O=c1c2cn[nH]c2[nH]c(=S)n1-c1ccccc1F	-0.3	-0.1	2	4	-4	-5	-0.6	5	-0.1	4	-1.2
COc1ccc(NC(=S)N(Cc2ccc(N(C)C)cc2)Cc2ccco2)cc1	-0.3	-1.1	0	-4	-1	-3	1.1	-5	1.3	-2	-1.2
COc1cccc(-c2ccc3c(c2)N(Cc2ccc(F)cc2)C(=O)C(C)S3)c1 (stereo not drawn)	-0.1	0.5	4	-4	2	6	·	3	3.7	4	-1.0
Cc1cccc(Cn2ncc(Cl)c(Cl)c2=O)c1	-1.7	-0.9	-1	3	-3	0	0.5	-1	-1.3	10*	-0.9
O=C(NCc1cccs1)c1csc([C@@H]2C[C@H](O)[C@@H](CO)O2)n1	-1.5	0.9	0	-1	-2	3	·	3	-0.7	-4	-1.3
